KAT2A inh: blocks human GCN5L2 histone acetyltransferase. Potency, µM (top dose mostly 58.9 µM), for the others: top-dose activity change, negative = inhibition, usual class: inhibitors. GCN5L2 HAT assay, ThioGlo1 CoA-SH fluorescence. Q92830. 0.21% of 390,000 active. AID 504327
Target sequence (Q92830 whole entry, looked up): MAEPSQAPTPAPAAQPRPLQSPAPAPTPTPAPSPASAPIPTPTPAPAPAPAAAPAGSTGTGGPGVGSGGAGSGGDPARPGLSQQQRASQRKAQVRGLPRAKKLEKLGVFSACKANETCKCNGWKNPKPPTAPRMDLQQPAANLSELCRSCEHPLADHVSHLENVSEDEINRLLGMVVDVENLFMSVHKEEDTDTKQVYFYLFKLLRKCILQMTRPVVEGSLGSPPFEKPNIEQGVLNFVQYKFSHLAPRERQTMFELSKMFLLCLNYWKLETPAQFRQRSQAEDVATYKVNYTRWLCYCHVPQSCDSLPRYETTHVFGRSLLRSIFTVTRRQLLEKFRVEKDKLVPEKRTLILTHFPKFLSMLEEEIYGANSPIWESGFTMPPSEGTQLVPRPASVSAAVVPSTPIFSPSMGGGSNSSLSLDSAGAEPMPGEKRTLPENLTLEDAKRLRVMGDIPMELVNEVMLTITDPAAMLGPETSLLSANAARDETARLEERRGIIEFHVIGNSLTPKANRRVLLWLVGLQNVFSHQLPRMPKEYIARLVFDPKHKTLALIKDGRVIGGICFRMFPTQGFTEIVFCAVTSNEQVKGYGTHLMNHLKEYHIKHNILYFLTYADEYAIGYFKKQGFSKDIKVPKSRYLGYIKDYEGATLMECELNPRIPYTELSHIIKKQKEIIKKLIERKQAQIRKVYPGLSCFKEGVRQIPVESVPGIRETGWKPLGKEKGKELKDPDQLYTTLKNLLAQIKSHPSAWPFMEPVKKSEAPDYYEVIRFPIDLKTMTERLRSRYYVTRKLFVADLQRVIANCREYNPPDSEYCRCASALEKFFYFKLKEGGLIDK
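qHTS, 1536-well. 20nM enzyme, pH 7.5 HEPES/EDTA/Tween-20 buffer; 15 min compound preinc., RT. Start: 75uM H3(1-25), 70uM AcCoA, 50uM ThioGlo1. Read Ex340/Em540 at t=0 (autofluorescence flag) and t=20 min.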
TDP1 cell noCPT: qHTS for Inhibitors of human tyrosyl-DNA phosphodiesterase 1 (TDP1): qHTS in cells in absence of CPT. 15% of 420,000 active. Potency, µM (doses to about 46.2 µM), for the others: at the top dose activity change, negative = growth inhibition, hits mostly inhibitors. DT40 Tdp1-/- hTDP1 cells, no CPT, ATP luminescence, 48 h. AID 686978, 2013; note: nearly all actives have a fitted effect of over 55% in size
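Seeded 400 DT40-hTDP1 cells/well (vehicle DMSO, no 20 nM CPT); pinned compounds; ≥48 hr at 37 °C; CellTiter-Glo luminescence as viability measure.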
TDP1 cell CPT: growth inhibition of DT40 Tdp1-/-;hTDP1 cells with camptothecin (screen for TDP1 inhibitors); chicken DT40 Tdp1-/-;hTDP1 cells + 20 nM CPT, ATP luminescence, 48 h; Potency, µM (top dose mostly 46.2 µM), inactives show at the top dose activity change, negative = growth inhibition, most hits filed as inhibitors; 12% of 420,000 active; AID 686979; note: nearly all actives have a fitted effect of over 55% in size
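Chicken DT40 Tdp1-/- cells complemented with human TDP1, 400 cells/well, exposed to compounds plus 20 nM camptothecin for at least 48 h at 37 C; viability read as ATP content by CellTiter-Glo luminescence.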
The depositor's hits bear a star; ? = inconclusive; . = not tested or not shown; & = joins results of further samples; ! = a repeat was not active. Calls come from the whole dose curve; as a rule, active = well fitted curve in the direction sought with a large enough effect; inconclusive = small, poorly fitted or top-dose-only effect, or another doubt; inactive = no such curve, though single readings can be large; an effect the other way counts as inactive or inconclusive. % is set by controls: 0 for no effect and ±100 for the full control effect; potency is the fitted concentration of half-maximal effect. This is a subset; count on the stated rates, not on these rows.

SMILES	KAT2A inh	TDP1 cell noCPT	TDP1 cell CPT
CCOC(=O)c1ccc([N+](=O)[O-])c(CS(=O)(=O)c2ccc(Cl)cc2)c1	-4.0%	-23.9%	-20.9%
COc1cc(NS(=O)(=O)c2c(C)nc3sc(C)c(C)n3c2=O)cc(OC)c1	-3.4%	?	?
Cc1cccc(N(C)S(=O)(=O)c2nnc(NC(=O)c3cccs3)s2)c1	2.2%	?	-6.0%
O=C(N/C(=C/c1ccccc1Cl)C(=O)N1CCCC1)c1ccccc1	-3.4%	-27.8%	1.2%
CCCCCNC(=O)C(c1ccnc2ccccc12)n1c(=O)c(-c2ccccc2)nc2ccccc21 (centres undefined)	.	?	?
COC(=O)Nc1ncc(CN2CCCCC2)s1	-0.1%	-9.4%	-16.4%
O=C(c1ccc2snnc2c1)N1CCN(c2ccccc2)CC1	1.3%	-18.9%	-5.8%
CC(C)C[C@@H](CO)N(Cc1ccccc1)S(=O)(=O)N(Cc1ccccc1)[C@@H](CO)CC(C)C	-18.0%	18.4µM*	16.4µM*!
CCn1c(CC(=O)Nc2ccccc2C)nnc1SCC(=O)Nc1nncs1	-2.4%	-9.8%	-2.4%
CCOC(=O)C(O)C1CCc2c([nH]c3ccc(C)cc23)C1=O (centres undefined)	-5.0%	-27.5%	2.6%
O=c1cc(-c2ccccc2)nc2nc(SCc3ccccc3)[nH]n12	-20.1%	?	?
COc1ccc(CCN2CC(C(=O)NCCc3ncccc3C)CCC2=O)cc1 (centres undefined)	.	3.8%	-5.0%
Cc1cc2nc(SCCN3CCCC3)[nH]c2cc1C	-0.3%	?	?
Cc1occc1C(=O)Nc1cccc(C(F)(F)F)c1	0.6%	?	?
CN(C)S(=O)(=O)c1ccc(N2CCCC2)c(C(=O)NCC2COc3ccccc3O2)c1 (centres undefined)	0.2%	?	-40.8%
COc1ccc(C(=O)Oc2cc(-c3ccc(OC)c(OC)c3)cc(=O)c3c(C)oc(C)c23)cc1	-17.0%	18.4µM*	?
CCCC1CC(C)(C(=O)CSc2n[nH]c(-c3ccccc3)n2)OC1=O (centres undefined)	-10.1%	?	-22.4%
CCC(=O)N=c1sc2c(OC)ccc(OC)c2n1C	.	-10.6%	8.7%
Cc1cccc(N2CC(C(=O)Nc3ccc(N4CCOCC4)cc3)CC2=O)c1C (centres undefined)	-1.2%	-5.8%	-8.5%
CC(C)C1C(=O)N(Cc2cn(CCC3OCCO3)nn2)CCS(=O)(=O)N1Cc1ccc(-c2ccc(F)cc2Cl)cc1 (centres undefined)	.	20.6µM*	?
CCc1nn2c(=O)cc(COc3cccc(NC(=O)c4ccco4)c3)nc2s1	-9.0%	?	20.6µM*
CC(C(=O)O)c1ccc(C2CCCCC2)c2ccccc12 (centres undefined)	.	-4.7%	15.3%
CCc1nonc1NC(=O)c1oc2cc(C)c(Cl)cc2c1C	-1.8%&-1.5%	9.2µM*	?
Cc1cccc(NS(=O)(=O)c2ccc(Cl)c(C(=O)Nc3ccccc3C)c2)c1	-6.1%	14.6µM*	?
O=C(NC1CCCCC1)c1cccc2c1C(=O)c1ccc(N3CCC(Cc4ccccc4)CC3)cc1S2(=O)=O	-6.5%	-26.1%	?
CC(=O)Nc1ccc(Oc2nc(-c3cccnc3)nc3sc4c(c23)CCCC4)cc1	.	-2.0%	-4.0%
COc1cccc(/C=N/NC(=O)CN(C)S(=O)(=O)c2ccccc2)c1OC	-5.3%	-19.4%	-21.4%
O=C1CC(N2CCOCC2)C(=O)N1c1ccccc1Cl (centres undefined)	-16.4%	-14.3%	?
CCOC(=O)c1c(C)[nH]c(C)c1C(=O)COC(=O)/C=C/c1cccc(C(F)(F)F)c1	-9.6%	-28.1%	?
CCOC(=O)NN1C(=O)c2ccccc2NC1(C)C	-0.5%	15.2%	-2.4%

17 compounds out of the list, ordered by molar mass, high to low:
SMILES	KAT2A inh	TDP1 cell noCPT	TDP1 cell CPT
CC(C)C1C(=O)N(Cc2cn(CCC3OCCO3)nn2)CCS(=O)(=O)N1Cc1ccc(-c2ccc(F)cc2Cl)cc1 (centres undefined)	.	20.6µM*	?
O=C(NC1CCCCC1)c1cccc2c1C(=O)c1ccc(N3CCC(Cc4ccccc4)CC3)cc1S2(=O)=O	-6.5%	-26.1%	?
CN(C)S(=O)(=O)c1ccc(N2CCCC2)c(C(=O)NCC2COc3ccccc3O2)c1 (centres undefined)	0.2%	?	-40.8%
CC(=O)Nc1ccc(Oc2nc(-c3cccnc3)nc3sc4c(c23)CCCC4)cc1	.	-2.0%	-4.0%
Cc1cccc(NS(=O)(=O)c2ccc(Cl)c(C(=O)Nc3ccccc3C)c2)c1	-6.1%	14.6µM*	?
CCc1nn2c(=O)cc(COc3cccc(NC(=O)c4ccco4)c3)nc2s1	-9.0%	?	20.6µM*
Cc1cccc(N2CC(C(=O)Nc3ccc(N4CCOCC4)cc3)CC2=O)c1C (centres undefined)	-1.2%	-5.8%	-8.5%
COc1cccc(/C=N/NC(=O)CN(C)S(=O)(=O)c2ccccc2)c1OC	-5.3%	-19.4%	-21.4%
CCCC1CC(C)(C(=O)CSc2n[nH]c(-c3ccccc3)n2)OC1=O (centres undefined)	-10.1%	?	-22.4%
O=c1cc(-c2ccccc2)nc2nc(SCc3ccccc3)[nH]n12	-20.1%	?	?
CCc1nonc1NC(=O)c1oc2cc(C)c(Cl)cc2c1C	-1.8%&-1.5%	9.2µM*	?
O=C1CC(N2CCOCC2)C(=O)N1c1ccccc1Cl (centres undefined)	-16.4%	-14.3%	?
CC(C(=O)O)c1ccc(C2CCCCC2)c2ccccc12 (centres undefined)	.	-4.7%	15.3%
CCC(=O)N=c1sc2c(OC)ccc(OC)c2n1C	.	-10.6%	8.7%
Cc1cc2nc(SCCN3CCCC3)[nH]c2cc1C	-0.3%	?	?
Cc1occc1C(=O)Nc1cccc(C(F)(F)F)c1	0.6%	?	?
CCOC(=O)NN1C(=O)c2ccccc2NC1(C)C	-0.5%	15.2%	-2.4%

(listing goes on)
SMILES	KAT2A inh	TDP1 cell noCPT	TDP1 cell CPT
NC(=O)c1ccc(NC(=O)COC(=O)C2(c3cccc(F)c3)CCCC2)cc1	-2.4%	25.9µM*	?
CC(CNC(=O)c1ccc(OC2CCN(Cc3ccccn3)CC2)cc1)Oc1cccnc1 (centres undefined)	1.7%	?	-14.0%
CCOC(=O)N1CCN(C(=O)c2cccc(S(=O)(=O)Nc3ccc(OC)cc3)c2)CC1	-6.7%	?	?
Cc1occc1-c1nnc(SCC(=O)N(C)c2ccccc2)o1	-4.3%	?	-17.1%
CC1CC(C)CN(S(=O)(=O)c2ccc(C(=O)NCc3ccco3)cc2)C1 (centres undefined)	-2.1%	?	-9.9%
CCOC(=O)c1c(-c2ccc(C)cc2C)csc1NC(=O)CSc1nnnn1C	-12.4%	20.6µM*	?
COc1cc(NC(=O)c2ccc3c(=O)n(Cc4ccco4)c(=S)[nH]c3c2)cc(OC)c1OC	-6.4%	-15.9%	-7.5%
COc1ccc(NC(=O)CSc2ncnc3c2nnn3-c2ccc(F)cc2)c(OC)c1	-6.1%	?	?
COc1ccc(F)cc1S(=O)(=O)NCC(c1ccco1)S(=O)(=O)c1cccs1 (centres undefined)	2.6%	?	?
C[C@H](CO)N1C[C@H](C)[C@@H](CN(C)S(=O)(=O)c2ccccc2)Oc2c(NC(=O)Nc3ccccc3)cccc2C1=O	-5.8%	-21.8%	-17.5%
Cc1cccc(C(=Cc2ccc([N+](=O)[O-])cc2)C(=O)O)c1	.	?	-23.8%
Cc1nc2cnc(N(C)C)nc2n(C[C@H]2CCCO2)c1=O	-17.6%	?	?
COC(=O)c1ccc2c(C)c(C(C)(C)O)[nH]c2c1	-7.1%	-3.1%	-2.0%
COc1ccc(NC(=O)CSCC(=O)Nc2ccc(C)c(S(=O)(=O)N3CCCCCC3)c2)cc1	-3.7%	-6.0%	-11.9%
O=C(/C(=N/N=C/c1ccc(O)c(O)c1)c1ccccc1)c1ccccc1	-11.2%	8.2µM*	7.31µM*

Reformatted with values under each structure: entries from further up.
Second line of a record – KAT2A inh, TDP1 cell noCPT, TDP1 cell CPT
COc1ccc(NC(=O)CSc2ncnc3c2nnn3-c2ccc(F)cc2)c(OC)c1
    -6.1%, ?, ?
COc1ccc(NC(=O)CSCC(=O)Nc2ccc(C)c(S(=O)(=O)N3CCCCCC3)c2)cc1
    -3.7%, -6.0%, -11.9%
CC(CNC(=O)c1ccc(OC2CCN(Cc3ccccn3)CC2)cc1)Oc1cccnc1 (centres undefined)
    1.7%, ?, -14.0%

The list goes on.
SMILES	KAT2A inh	TDP1 cell noCPT	TDP1 cell CPT
CCSc1nc(-c2ccco2)ccc1C#N	-18.1%	?	23.1µM*
O=C(N/N=C\c1ccccc1)c1sccc1-n1cccc1	-7.6%	-26.6%	3.2%
O=C(NNC(=O)c1cccc(S(=O)(=O)N2CCc3ccccc32)c1)c1ccccc1	-6.7%	5.17µM*	?
COc1cc(S(C)=O)ccc1-c1nc2ncccc2[nH]1 (centres undefined)	-8.3%	0.8%&-12.4%	23.2%&-10.7%
O=C(CNC(=O)c1ccc(Br)o1)NCc1ccc(Cl)cc1Cl	-1.3%	5.2%	2.9%
COc1ccc(CN2C[C@H]3CCCN3c3cc(Br)ccc3S2(=O)=O)cc1	-8.4%	0.92µM*	2.06µM*
COc1cccc(Cn2c(=O)cc(C)c3c(C)nn(C)c32)c1	12.7%	?	?
CCOc1ccc(Nc2ccc(C(=O)O)cc2[N+](=O)[O-])cc1	2.2%	18.6%	4.6%
O=C(O)c1ccc2c(c1)C(=O)N(c1ccc([N+](=O)[O-])cn1)C2=O	-14.9%	0.4%	6.9%
CC1CC1C(=O)OCC(=O)NC(=O)NCc1ccco1 (centres undefined)	-1.2%	-5.3%	16.1%
CCOC(=O)C1(CCCc2ccccc2)CCN(C(=O)Cc2nonc2C)CC1	-1.7%	?	?
O=C(Cc1cccs1)N(c1ccc(Br)cc1)C1C=CS(=O)(=O)C1 (centres undefined)	-4.1%	?	16.4µM*
CC1CN(S(=O)(=O)c2ccccc2)C(C)N1C(=O)N1CCOCC1 (centres undefined)	-4.5%	-14.8%	18.8%
O=c1cnnc(N/N=C/c2cccs2)[nH]1	-2.0%	-0.1%	6.1%
O=C(NCc1ccc(F)cc1)C1CC(=O)N(Cc2ccco2)C1 (centres undefined)	-1.3%	15.7%	-11.1%
Cc1nc(SCC(=O)N2CCOCC2)c2c(C)c(C)sc2n1	-2.1%	-16.0%	4.2%
COc1ccc(C(C#N)=Cc2cccc(OC)c2OC)cc1	.	23.1µM*	?
C/C(=N/NC(N)=S)c1cc2ccc(O)cc2oc1=O	?	4.4%	7.1%
CCOC(=O)c1c(S(=O)(=O)N2CCCC(C(=O)Nc3cccc(C#N)c3)C2)c(C)n(C)c1C (centres undefined)	0.3%	?	?
Cc1c(NC(=O)COC(=O)Cn2cc(C(F)(F)F)ccc2=O)cccc1[N+](=O)[O-]	2.9%	3.8%	?
O=C1CCCN2N=C(SCC(=O)N3N=C(c4ccc(Br)cc4)CC3c3ccc(F)cc3)SC2=N1 (centres undefined)	-1.0%	?	?
COc1ccc(C(=O)Cc2ccccc2)cc1OC	-2.0%	16.2%	9.6%
Cc1cc(C)cc(NC(=O)[C@@H](NC(=O)c2ccco2)C(C)C)c1	-1.3%	-0.3%	-1.5%
Cc1oc2c(F)c(F)c(F)c(F)c2c1S(=O)(=O)Nc1cccc(C(F)(F)F)c1	-20.2%	20.6µM*	11.6µM*
COc1ccc(/C=N/NC(=O)c2cccnc2)cc1CSc1nc2ccccc2s1	-10.5%	2.91µM*	3.66µM*
COC(=O)Nc1ccc(C)c2nsnc12	4.1%	-0.2%	-1.7%
Cc1ccc(NC(=S)c2nc3ccccc3[nH]2)c(C)c1	-8.8%	?	?
CC(C)CNC(=O)COC(=O)c1c2c(nc3ccccc13)/C(=C/c1cccs1)CC2	?	25.9µM*	?
Cn1cc(C(CC(=O)O)C(=O)O)c2ccccc21 (centres undefined)	-10.6%	2.5%	-2.8%
CCn1c(CNc2ccc(Cl)cc2)nnc1SCC#N	-8.9%	-2.2%	-0.5%
FC(F)C(F)(F)C1=CC(c2ccccc2)=NCCN1	-4.9%	2.1%	-0.6%

Source: PubChem (National Center for Advancing Translational Sciences (NCATS))
